DRD3 agonist – agonists of human D3 dopamine receptor. P35462. actives 0.58% (n = 410,000). AID 652048. max activation, %. D3R DiscoveRx beta-arrestin cells, luminescence, 90 min; in the data active = max activation above about 30%; also: 0% is about no effect; mostly tested at two doses, the higher about 12 µM
Target sequence (P35462 whole entry, looked up): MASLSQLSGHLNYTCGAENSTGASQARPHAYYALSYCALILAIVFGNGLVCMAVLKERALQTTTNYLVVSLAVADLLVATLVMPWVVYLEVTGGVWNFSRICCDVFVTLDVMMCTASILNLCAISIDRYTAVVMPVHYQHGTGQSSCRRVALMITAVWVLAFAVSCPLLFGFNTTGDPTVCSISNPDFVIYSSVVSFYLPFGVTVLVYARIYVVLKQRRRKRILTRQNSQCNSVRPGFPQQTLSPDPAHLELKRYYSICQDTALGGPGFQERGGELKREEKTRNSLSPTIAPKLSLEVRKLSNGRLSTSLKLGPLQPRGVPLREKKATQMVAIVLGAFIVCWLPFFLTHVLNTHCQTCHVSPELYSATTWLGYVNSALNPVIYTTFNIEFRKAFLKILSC
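Cells at 1500/well, incubated overnight, then treated with pinned compounds (dopamine as control) for 90 min at 37 degrees C. DiscoveRx reagent added for 30 - 60 minutes at room temperature; luminescence read.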
GLP-1R inv ag – GLP-1 receptor (human) inverse agonism; Potency, µM (top dose mostly 38.3 µM), for the others: top-dose activity change, negative = inhibition, actives largely listed as inhibitors; HEK293 GLP-1R CRE-luciferase, luminescence, 24 h; GLP-1R form is constitutively active; actives 1.6% (n = 410,000); P43220; also: potency is read from the fitted curve at half-maximal effect; % is scaled to controls: 0 for no effect and ±100 for the full control effect; nearly all actives have a fitted effect of over 55% in size
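Inverse agonism was detected as reduced cAMP-driven luciferase luminescence after 24 h compound treatment. The cells were HEK293 clones expressing constitutively active human GLP-1R with the reporter. Reporter-only and GPR119 cell lines served as counterscreen controls.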
HEK293 tox – cytotoxicity counter-screen for GLP-1 receptor inverse agonists. actives 0.13% (n = 410,000). HEK293 cAMP-luciferase reporter cells, luminescence, 24 h. Potency, µM (highest dose often 38.3 µM), for the others: at the top dose activity change, negative = inhibition, actives largely listed as inhibitors;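 also: loss of luciferase light is scored as toxicity; potency is read from the fitted curve at half-maximal effect; % is scaled to controls: 0 for no effect and ±100 for the full control effect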
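Cells in DMEM/10% Nu serum/1% pen-strep, 1536-well format. Pre-incubated 12 h, dosed with 23 nL compound, incubated a further 24 h. Luciferase detection, 12 min at room temp, luminescence.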
WRN inhibitor – inhibitors of human WRN helicase | Q14191 | WRN helicase unwinding, fluorescent forked duplex, kinetic | Potency, µM (highest dose often 114 µM), without a hit: top-dose activity change, negative = inhibition, most hits filed as inhibitors | actives 0.46% (n = 360,000); also: potency is read from the fitted curve at half-maximal effect; % is scaled to controls: 0 for no effect and ±100 for the full control effect; nearly all actives have a fitted effect of over 55% in size
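Primary qHTS, 1536-well format. 20 nM WRN + compound, 15 min RT; start with 100 nM forked fluorophore/quencher duplex, 2 mM ATP (final); kinetic read ex 525/em 598 nm.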
IL2 activator – IL-2 activation; IL-2 activation reporter assay, cell-based qHTS; stimulated with anti-CD3/CD4/CD28 beads; in transgenic mouse T cells; actives 0.065% (n = 360,000); activation, % (series mostly up to about 46 µM); AID 652025; in the data active = activation above about 50%; inconclusive = mostly about 30% to 49%; also: 0% is about no effect
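Readout is EGFP and DsRed signal by fluorescent plate cytometry after 18 h at 37 degrees C. Transgenic mouse T cells (750/well) received compound for 60 min before bead stimulation (anti-CD3, anti-CD4, anti-CD28); memory T cells served as non-tolerant control.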
PI5P4K alpha inh – PI5P4K alpha (human) kinase inhibition; P48426; PI5P4Kalpha enzyme, ADP-Glo luminescence, 60 min; stronger effect = lower value; max response, %; actives 1.2% (n = 330,000); AID 652105; active = max response of -50% or lower; inconclusive = between -30% and -50%; inactive = -30% or higher; also: value at the top dose of about 77 µM; % is scaled to controls: 0 for no effect and ±100 for the full control effect
Target sequence (P48426 whole entry, looked up): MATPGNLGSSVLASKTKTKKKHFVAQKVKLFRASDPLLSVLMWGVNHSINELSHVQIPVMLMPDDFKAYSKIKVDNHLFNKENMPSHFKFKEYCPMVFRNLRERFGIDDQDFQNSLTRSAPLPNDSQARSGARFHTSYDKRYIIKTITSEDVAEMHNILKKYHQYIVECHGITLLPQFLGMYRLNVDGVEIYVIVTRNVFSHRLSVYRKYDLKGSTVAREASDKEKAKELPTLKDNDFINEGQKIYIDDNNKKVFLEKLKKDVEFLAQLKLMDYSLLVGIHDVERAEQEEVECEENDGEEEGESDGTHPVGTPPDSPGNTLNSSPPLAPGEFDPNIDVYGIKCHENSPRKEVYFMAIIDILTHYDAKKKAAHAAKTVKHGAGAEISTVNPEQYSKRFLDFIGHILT
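Controls without substrate or without enzyme flank wells where PI5P4Kalpha converts substrate using 5 microM ATP (final). Incubation lasts 60 minutes at room temperature; ADP formed is read by ADP-Glo luminescence.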
PLK1 PBD block – blocks phosphopeptide binding to human PLK1 polo-box domain; P53350; Potency, µM, for inactives: max response, negative = inhibition, most hits filed as inhibitors; Plk1 PBD binding of FITC phosphopeptide, fluorescence polarization; actives 2.8% (n = 360,000); also: potency is read from the fitted curve at half-maximal effect; series mostly up to about 57 µM; % is scaled to controls: 0 for no effect and ±100 for the full control effect; nearly all actives have a fitted effect of over 65% in size
GLP1R ag – GLP-1 receptor (human) agonism; HEK293 GLP-1R CRE-luciferase, luminescence, 4-6 h; cells express a hypersensitive GLP-1R form; Potency, µM (top dose mostly 45.6 µM), for the others: at the top dose activation, most hits filed as activators; actives 0.007% (n = 380,000); AID 624172; also: potency is read from the fitted curve at half-maximal effect; % of control where 0% means no effect
D3 antag – blocks the human D3 dopamine receptor. D3R cells, DiscoveRx beta-arrestin luminescence, antagonist mode; stronger effect = lower value. max response, negative = inhibition, %. actives 2.5% (n = 360,000). AID 652054; in the data active = max response below about -50%; inconclusive = no clear call, values can overlap the other calls; also: % is scaled to controls: 0 for no effect and ±100 for the full control effect; mostly tested at two doses, the higher about 12 µM
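Cells plated overnight at 1500 cells/well, then exposed to library compounds with dopamine controls for 90 minutes at 37 degrees C. DiscoveRx reagent added for 30–60 minutes at room temperature; luminescence read, quantitative HTS format.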
* = called active by the depositor; ? = inconclusive; . = not tested or not shown; [ ] = another dose, or the depositor's remark. Unless noted, calls follow the shape of the dose curve; as a rule, active = well fitted curve in the direction sought with a large enough effect; inconclusive = small, poorly fitted or top-dose-only effect, or another doubt; inactive = no such curve, though single readings can be large; an effect the other way counts as inactive or inconclusive. Not a hit list. Share with any hit: about 7.8%.

SMILES | DRD3 agonist | GLP-1R inv ag | HEK293 tox | WRN inhibitor | IL2 activator | PI5P4K alpha inh | PLK1 PBD block | GLP1R ag | D3 antag
COc1ccc(-c2ccc(CCC(=O)O)n2C(C)C)cc1 | 2 | 1% | -5% | -17% | 0.9 | . | -8% | 0% | -7
N#Cc1nc(COc2ccccc2F)oc1NCCCn1ccnc1 | -1 | -1% | -14% | -2% | 4.9 | 1 | -14% | 1% | -2
O=C(COC(=O)c1c(F)cccc1F)NCc1ccc2c(c1)OCO2 | 3 | 21% | -24% | -4% | 1.1 | 1 | -7% | 9% | 27
Cc1oc(-c2ccc(F)cc2F)nc1CN1CCN(C(=O)c2ccco2)CC1 | -1 | 7% | -7% | 7% | -1.4 | -18 | -8% | 6% | -23
Cc1sc2nc(CSc3ncn[nH]3)[nH]c(=O)c2c1C | -10 | 12% | -1% | -1% | 1.0 | -5 | -16% | 5% | 0
Cc1ncc(CN2CCC(C(=O)Nc3ccc(Oc4cccnc4)cc3)CC2)cn1 | -4 | -18% | 3% | 1% | -0.4 | 5 | -15% | 0% | -22
CC1CCCCC1NC(=O)Cn1nnc2ccccc2c1=O (configuration not stated) | 1 | 3%[7.66 µM] | 2%[7.66 µM] | -4% | -0.3 | 1 | -2% | 2% | -7
CCS(=O)(=O)C1=NN2C(=N)/C(=C\c3ccc(OS(=O)(=O)c4ccccc4)cc3)C(=O)N=C2S1 | -1 | 7% | 0% | -26% | 1.3 | -79* | 21µM* | -2% | 1
Cc1cc(C)n(-c2ccc(C(=O)OCC(=O)NC(c3ccccc3)c3ccccc3)cc2)n1 | 1 | 0% | -13% | -3% | -3.6 | 6 | 5% | -1% | 6
CCCCn1c(N)c(N(CC)C(=O)c2cnc(C)cn2)c(=O)[nH]c1=O | 5 | 13% | 1% | 4% | -0.3 | -3 | -12% | -1% | 6
O=C(CSc1nnc(-c2ccco2)n1Cc1ccccc1)c1ccc(F)cc1 | 2 | -16% | -15% | -17% | 0.1 | -21 | -16% | 0% | -18
Cc1ccc(-c2nnc(SCC(=O)CC(=O)Nc3ccccc3)n2-c2ccccc2)cc1 | -1 | -11% | -4% | -4% | -2.9 | -4 | 1% | -13% | -16
CCOC(=O)C1CCN(C(=O)c2cc3cc(C)ccc3[nH]2)CC1 | -1 | 9% | 2% | 5% | 0.5 | 2 | -6% | 19% | -13
CSc1ncccc1C(=O)OCC(=O)NCCc1ccccc1 | -6 | 8% | 2% | 1% | 0.3 | -1 | 4% | 9% | 13
c1ccc(C2C/C(=N\N3CCOCC3)c3ccccc3O2)cc1 (configuration not stated) | 2 | 5% | 0% | -11% | -0.3 | 19 | 3% | 16% | 1
O=C(CSc1nnc(-c2ccccn2)n1Cc1ccccc1)Nc1ccc2c(c1)OCO2 | 1 | ? | -30% | 3% | 0.4 | -2 | -8% | 7% | -1
Cc1cc(C)nc(SCC(=O)c2ccc(F)cc2)n1 | -1 | -22% | -9% | 12% | -0.4 | -9 | -5% | 0% | -24
Brc1ccc(-c2ccccc2)cc1 | 7 | 6% | 4% | 11% | -0.4 | -1 | -11% | 9% | -19
COc1ccc(/C=C2\N=C(C)OC2=O)cc1OC | 1 | 0% | 1% | -4% | -0.9 | 2 | -19% | 0% | 5
Cc1nnc(SCc2nnc(-c3cccs3)o2)n1C | 1 | 5% | 3% | -1% | 0.3 | 1 | 5% | -2% | 12
CC(=O)OC(Cn1ccnc1)c1ccccc1 (configuration not stated) | -1 | 0% | -7% | 11% | 2.2 | 5 | -6% | -1% | 7
Cc1cc(C)c2c(CN3CCN(C/C=C/c4ccccc4)CC3)cc(=O)oc2c1 | -2 | ? | ? | -7% | 0.5 | 0 | -12% | 0% | -64*
O=C(Nc1ccc(S(=O)(=O)N2CCCC2)cc1)N1c2ccccc2Sc2ccccc21 | -6 | ? | 6% | -4% | -0.9 | . | -1% | 0% | -7
COCC(=O)Nc1ccc(S(=O)(=O)N2CCCC2)cc1 | 7 | 6% | -1% | 12% | -3.9 | -7 | 7% | 1% | 20
C=CC[C@@H](CC(=O)N[C@H](CO)Cc1ccccc1)C(=O)NC[C@H](OC(=O)[C@@H](CC=C)Cc1ccc(F)cc1)c1ccccc1 | 14 | ? | -10% | 2% | -0.3 | 2 | -5% | -5% | 33
CC1Cc2[nH][nH]c(=O)c2C(C2CCCC2)O1 (configuration not stated) | -3 | 7% | -15% | 3% | 1.9 | 1 | -6% | 4% | 0
Cc1cc(=O)n(CC(=O)NCCN2CCOCC2)c2c1c(C)nn2-c1ccccc1 | -2 | 8% | -3% | 2% | -1.3 | 1 | -7% | 2% | -2
CCC(CC)c1nnc(NC(=O)Cc2cccs2)s1 | 8 | 24% | 0% | -10% | -0.1 | ? | -9% | -7% | 27
O=C(Cc1ccccc1)Nc1ccccc1N1CCOCC1 | 5 | -4% | 0% | -7% | -2.6 | -8 | -7% | -1% | -52*
O=C(NCCCn1ccnc1)c1cccc(S(=O)(=O)Nc2ccc(Br)cc2)c1 | -5 | -28% | -9% | -12% | 1.3 | 3 | -8% | 1% | -21
Cc1ccc(-c2n[nH]c(=S)n2/N=C/c2ccc(C)o2)cc1 | -7 | 1% | -19% | -1% | 0.6 | 0 | -12% | 0% | -30
CS(=O)(=O)Nc1ccc(C(=O)Nc2ccc(S(=O)(=O)Nc3nccs3)cc2)cc1 | 3 | 20% | 8% | ? | -1.9 | -14 | -6% | -4% | 3
O=C(N/N=C/c1ccccc1F)c1ccccc1OCc1ccccc1 | 10 | 7.9µM* | 1% | -5% | -0.6 | -1 | 1% | 21% | 28
COc1cc2c(c(OC)c1CC=C(C)C)C[C@H](c1ccc(O)cc1O)CO2 | -4 | ? | -27% | -11% | -0.5 | 22 | 1% | 4% | 1
CCN(CC)C(=O)CSc1nnc(-c2ccco2)o1 | 0 | 15% | 6% | 14% | 1.4 | -3 | -6% | 1% | 7
CC(C)Cc1ccc(CN2CCCC(NC(=O)c3cccc(-n4cnnc4)c3)C2)cc1 (configuration not stated) | -8 | ? | ? | 12% | -0.9 | 9 | 6% | 0% | -6
C=CCn1c(=N)n(CC(=O)c2ccccc2)c2ccccc21 | 0 | ? | -28% | 3% | 0.3 | 0 | -3% | 20% | 19
CCCn1c(=O)n(C)c(=O)c2c(SCC(=O)NCC(c3ccccc3)N(C)C)nc(CC(C)C)nc21 (configuration not stated) | -7 | ? | -2% | -17% | 0.6 | 7 | -11% | 3% | -17
O=C1/C(=C\c2ccc(Br)cc2)SC(=S)N1NS(=O)(=O)c1ccccc1 | -3 | -13% | 0% | ? | -1.4 | -56* | 21µM* | 1% | 6
COCCCN1C(=O)C(CC(=O)NCc2ccco2)CC(C(=O)N2CCOCC2)=C1C (configuration not stated) | -6 | 8% | 1% | -2% | -3.2 | -1 | -14% | -1% | -12
NC1=NS(=O)(=O)NC1c1cccc(Cl)c1 (configuration not stated) | 4 | 4% | 6% | -8% | -0.3 | 13 | -1% | -1% | 11
O=C(Cn1nc(C(F)F)cc1C1CC1)N1CCCC1 | 3 | 18% | -1% | 11% | 0.7 | 0 | -2% | 9% | 15
CCc1ccc(OCCNc2cc(N3CCNC(C)C3)ccc2[N+](=O)[O-])cc1 (configuration not stated) | -26 | ? | ? | -12% | -0.9 | -2 | 5% | -7% | ?
CC(=O)NC1=NN(C(C)=O)C(C)(c2cccc([N+](=O)[O-])c2)S1 (configuration not stated) | -10 | -7% | -2% | -26% | 2.5 | 5 | -9% | -2% | -4
COc1cccc(Cn2nnc(C(=O)NCc3ccccc3Cl)c2N)c1 | -3 | ? | 0% | 4% | -3.3 | -2 | 6% | 23% | -28
COc1ccc(Cl)cc1NC(=O)COc1ccc2c(c1)OCO2 | -6 | 13% | 6% | 2% | 2.2 | -2 | -1% | -2% | 8
Cc1n[nH]c(=O)c2c(NC(=O)CSc3nnnn3-c3ccc(O)cc3)oc(C)c12 | 4 | 0% | 3% | -13% | -6.1 | -4 | -21% | -9% | 4
CN([C@@H](C(=O)OC(C)(C)C)c1ccccc1)S(=O)(=O)c1cccc(S(=O)(=O)N(C)[C@@H](C(=O)OC(C)(C)C)c2ccccc2)c1 | 20 | ? | 5% | -5% | -2.6 | 9 | -8% | 6% | -20
CCOc1ccccc1Nc1ncccc1C(=O)O | 2 | 1% | 4% | -6% | -2.4 | 3 | 0% | 1% | -5
CCCc1nc(SCc2ccc(Cl)cc2Cl)n[nH]1 | 0 | -2% | 0% | -3% | -0.7 | 3 | -7% | -1% | -22
Cn1c(=O)c2c(O)cc(=O)[nH]c2n(-c2ccccc2)c1=O | 1 | -7% | -11% | -3% | 0.1 | -25 | -1% | 5% | 2
CCN(CC)CCCNC(=O)CSc1nc(-c2cccs2)cc(C(F)(F)F)n1 | -12 | ? | -2% | 2% | -1.0 | -6 | -8% | 4% | -21
COc1ccccc1NS(=O)(=O)c1ccc2c(c1)NC(=O)CC(=O)N2 | 4 | 9% | -15% | 5% | 1.0 | -2 | 9% | -4% | 2
CCN(CC)S(=O)(=O)c1ccc2nnn(O)c2c1 | -7 | 1% | -1% | 10% | 0.9 | -29 | -6% | -1% | -4
O=C(CN1CCN(C(=O)c2ccco2)CC1)N1CCc2[nH]c3ccccc3c2C1 | 6 | -10% | 140%[activator] | 0% | 0.2 | -2 | -26% | -1% | 8

Three entries from above, with values under each structure:
Results follow in this order: DRD3 agonist | GLP-1R inv ag | HEK293 tox | WRN inhibitor | IL2 activator | PI5P4K alpha inh | PLK1 PBD block | GLP1R ag | D3 antag
> COc1ccccc1NS(=O)(=O)c1ccc2c(c1)NC(=O)CC(=O)N2
 : 4 | 9% | -15% | 5% | 1.0 | -2 | 9% | -4% | 2
> CCN(CC)S(=O)(=O)c1ccc2nnn(O)c2c1
 : -7 | 1% | -1% | 10% | 0.9 | -29 | -6% | -1% | -4
> O=C(CN1CCN(C(=O)c2ccco2)CC1)N1CCc2[nH]c3ccccc3c2C1
 : 6 | -10% | 140%[activator] | 0% | 0.2 | -2 | -26% | -1% | 8

Compound activity (PubChem BioAssay)
